Screening results deposited in PubChem by Fisher Drug Discovery Resource Center.
NPYLR7 ag: mosquito NPYLR7 agonism; HEK293T NPYLR7/Galpha15, GCaMP6s calcium fluorescence; activation, % at 10 µM; hit rate 0.15% among 270,000; AID 1259423; in the data active = activation above about 40%;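 note: 0% = vehicle and 100% = reference agonist at the receptor; some compounds past the cut are filed as inactive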
mcGAS lum: blocks mouse cGAS activity | Q8C6L5 | recombinant cGAS, Kinase-Glo ATP depletion luminescence | inhibition, % at 12.5 µM | hit rate 0.15% among 160,000;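 note: 0% = negative control wells and 100% = reference inhibitor with no enzyme activity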
hcGAS lum: human cGAS inhibition; Q8N884; recombinant h-cGAS, ATP depletion, Kinase-Glo luminescence; inhibition, % at 12.5 µM; hit rate 0.081% among 290,000; AID 1259398;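 note: 0% = vehicle reaction and 100% = reaction without DNA for no activity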
Target sequence (Q8N884 whole entry, looked up): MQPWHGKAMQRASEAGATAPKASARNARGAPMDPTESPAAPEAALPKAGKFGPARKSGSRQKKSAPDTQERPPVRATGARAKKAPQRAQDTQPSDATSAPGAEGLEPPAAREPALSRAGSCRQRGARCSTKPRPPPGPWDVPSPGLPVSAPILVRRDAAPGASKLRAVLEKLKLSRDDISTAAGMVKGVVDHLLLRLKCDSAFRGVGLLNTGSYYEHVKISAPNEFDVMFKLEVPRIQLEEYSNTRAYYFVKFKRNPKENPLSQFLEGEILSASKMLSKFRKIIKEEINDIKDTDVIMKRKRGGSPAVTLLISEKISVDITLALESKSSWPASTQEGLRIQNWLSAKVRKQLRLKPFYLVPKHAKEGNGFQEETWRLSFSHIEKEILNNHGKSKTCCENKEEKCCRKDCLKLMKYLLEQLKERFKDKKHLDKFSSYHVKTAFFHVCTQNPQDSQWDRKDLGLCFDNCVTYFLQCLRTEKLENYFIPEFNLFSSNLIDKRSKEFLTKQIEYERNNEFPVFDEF
The depositor's hits bear a star; . = not tested or not shown; & = joins results of further samples. Cut-off read from the data, not from the text of the source, unless noted: active = inhibition above about 40%; inactive = the rest.

Below each compound: NPYLR7 ag, mcGAS lum, hcGAS lum
- Cc1cn2c3c(=O)n(Cc4ccc(F)cc4)c(=O)n(C)c3nc2n1CCCO
    -1, ., 0
- Cc1cccc(S(=O)(=O)NC(=O)C2(C)CCN2C(=O)c2ccc(C(C)(C)C)cc2)c1 (centres undefined)
    0, ., -11
- CCCCNC(=O)N1CCCN(c2nc(Cc3ccc(C)cc3)nc3onc(-c4cccnc4)c23)CC1
    13, -4, -2
- CC(C#N)CN(C)C(=O)c1c2c(nc3ccccc13)CCC(C(C)(C)C)C2 (centres undefined)
    4, -15, -4
- COc1ccc(CN(Cc2cccn2Cc2cccc(OC)c2)CC(C)C)cc1
    -3, -6, -10
- CC(C)(C)c1ccc(S(=O)(=O)NC(=O)C2(C)CCN2C(=O)CCC2CCCC2)cc1 (centres undefined)
    4, ., -6
- COC(=O)C(=O)N1CCC(Cc2ccc(NC(C)=O)cc2)CC1
    1, 1, 2
- CNc1nc2c(=O)[nH]nc(-c3ccccc3)c2s1
    -3, ., -8
- CC(=O)c1[nH]c(C)c(C(=O)NCC2CCCO2)c1C (centres undefined)
    -1, ., -8
- Cc1ccc(NC(=O)CSc2nccn2C)cc1S(=O)(=O)N1CCCCC1
    -1, ., 0
- COCC(=O)N(Cc1cc(NC(=O)C2CCC2)ccc1N(C)C)C(C)c1ccccc1 (centres undefined)
    21, -5, -1
- CCCCSc1nc2c(c(=O)n1C)SC(C)C2 (centres undefined)
    0, ., -2
- COc1ccc(S(=O)(=O)N(CC(=O)NCCSCc2ccccc2)c2ccc(C)cc2)cc1OC
    -15, 1, 3
- CCc1ccc(S(=O)(=O)N2CCN(c3ncnc4c3nnn4-c3cccc(OC)c3)CC2)s1
    -6, -7, -6
- C=COC(=O)CSc1nc(C)cc(C)c1C#N
    -8, -3, 2

Below each compound: NPYLR7 ag, mcGAS lum, hcGAS lum
- COc1c(CNC2CCCCNC2=O)c(C)nn1C (centres undefined)
    14, ., 3
- COCCN1C(=O)C=C(Nc2ccc(S(N)(=O)=O)cc2)C1=O
    5, ., -2
- NC1=NC(=O)C(Cc2ccc(Cl)c(Cl)c2)S1 (centres undefined)
    -3, -6, -4
- Cc1cc(=O)[nH]c(SC(C)C(=O)N2CCn3cncc3C2)n1 (centres undefined)
    16, -18, -7
- COCCNC(=O)[C@@]1(OCc2ccccc2C)CC(OCc2cccc(OC(F)(F)F)c2)[C@H](O)[C@H](O)C1 (some centres undefined)
    8, -5, -11
- CC(=O)NC(C)c1ccc(S(=O)(=O)NC2CCc3ccccc3C2)s1 (centres undefined)
    1, ., -12
- COc1ccc(-c2nc(CC(=O)N3CCN(C(=O)C(C)C)CC3)cs2)cc1OC
    15, ., -6
- CCc1cc(=O)[nH]c(-n2nc(C)cc2NC(=O)c2ccccc2SC)n1
    -5, -1, -2
- COC(=O)C1=C(C)NC2=C(C(=O)CC(c3ccc(Cl)cc3)C2)C1c1ccc(N(C)C)cc1 (centres undefined)
    0, 0, 0
- Cc1nc(NCCNC(=O)c2ccc(F)cc2Cl)cc(-n2ccnc2C)n1
    -17, -2, 3
- FC(F)(F)c1nc(=S)c2ccccc2[nH]1
    4, ., 10
- Cc1c(NC(=O)c2csc(-c3ccoc3)n2)sc2c1CCCC2
    -1, -10, -7
- Cc1ccc2nc(Nc3nc(C)c(C)c(=O)[nH]3)nc(C)c2c1
    0, -7, -8
- Cc1nnc(CN(C)Cc2ccc(C(=O)Nc3ccc(F)cc3F)cc2)o1
    1, -14, -4
- O=c1c2ccccc2nnn1Cc1nc(CCc2ccccc2)n[nH]1
    -5, -1, 0

Exported with each value named: four of the compounds above.
CC(C#N)CN(C)C(=O)c1c2c(nc3ccccc13)CCC(C(C)(C)C)C2 (centres undefined)
  NPYLR7 ag: 4 | mcGAS lum: -15 | hcGAS lum: -4

COc1ccc(CN(Cc2cccn2Cc2cccc(OC)c2)CC(C)C)cc1
  NPYLR7 ag: -3 | mcGAS lum: -6 | hcGAS lum: -10

CC(C)(C)c1ccc(S(=O)(=O)NC(=O)C2(C)CCN2C(=O)CCC2CCCC2)cc1 (centres undefined)
  NPYLR7 ag: 4 | mcGAS lum: . | hcGAS lum: -6

COC(=O)C(=O)N1CCC(Cc2ccc(NC(C)=O)cc2)CC1
  NPYLR7 ag: 1 | mcGAS lum: 1 | hcGAS lum: 2

More structures:
Below each compound: NPYLR7 ag, mcGAS lum, hcGAS lum
- CCOP(=O)(Cc1ccc(NC(=O)N[C@@H](C)c2ccccc2)cc1)OCC
    -7, -3, 0
- CC(=O)NC1CCC(NC(=O)[C@H]2CCCN2C(=O)CCc2ccccc2)CC1 (some centres undefined)
    27, -10, -11
- OCC1(CCc2ccccc2)CCCN(c2ncccc2F)C1 (centres undefined)
    28, -8, -6
- CC(C)Cn1c(CN(Cc2ccccc2)CC2CC2)cnc1S(C)(=O)=O
    6, ., -10
- Cc1cc(C(=O)NC(C)(C)C)n2nc(-c3ccccc3)cc2n1
    17, -5, -4
- Fc1ccc(-c2[nH]ncc2CNCC(c2ccco2)N2CCCC2)cc1 (centres undefined)
    ., -12, -10
- CCOC(=O)c1cc(C)nc(N2CCCC(CCC(=O)Nc3ccc(OC)cc3C)C2)n1 (centres undefined)
    3, -10, -8
- O=C(Cc1ccc(Br)cc1)NCCc1cccnc1
    -5, ., 2
- CN(CC(=O)N1CCCC1C(=O)O)C(=O)OC(C)(C)C (centres undefined)
    7, ., -12
- CCN(CC)C(=O)C1CCCN(CC(=O)Nc2cnccn2)C1 (centres undefined)
    5, -8, 0
- CCOC(=O)c1cc(-c2ccccc2C)n(-c2ccc(C(=O)NC3CCCc4ccccc43)cc2)n1 (centres undefined)
    5, -5, -2
- C=CCNS(=O)(=O)c1nc2nc(C)cc(C)n2n1
    17, -6, -6
- Cc1ccccc1N1CCN(C2CCCN(C(=O)c3n[nH]c4ccccc34)C2)CC1 (centres undefined)
    -3, -5, -2
- CNC(=O)Cn1c(CO)cnc1SCc1ccccc1
    4, 0, 0
- Cc1cccc(-n2ncc3c(=O)n4c(nc32)SCC4CC(=O)Nc2cccc(C)n2)c1 (centres undefined)
    0, -8, -10

SMILES	NPYLR7 ag	mcGAS lum	hcGAS lum
COc1cc(C)nc(N(C)S(=O)(=O)c2ccc(C)cc2)n1	0	-6	-3
O=C(c1ccc(Nc2cccc(C(F)(F)F)c2)nc1)N1CCC2(CC1)OCCCO2	-11	0	-1
COc1ccccc1-c1cc(C(=O)N2CCCC2)n2nc(C(C)(C)C)cc2n1	3	-6	-2
Cc1cc(C)n(-c2cc(NCCNC(=O)c3ccccc3C(F)(F)F)nc(C)n2)n1	-13	0	3
CC(C)C(=O)N1N=C(c2cccc(NS(C)(=O)=O)c2)CC1c1ccccc1 (centres undefined)	.	-8	-10
COCc1ccc(C(=O)NC(C)C23CC4CC(CC(O)(C4)C2)C3)o1 (centres undefined)	0	-18	-4
CCN(Cc1cccs1)C(=O)c1ccc(OC)c(S(=O)(=O)N2CCCC2)c1	1	-12	-4
COc1ccc(OCc2ccccn2)c(C=O)c1	8	.	-1
Cc1nc(C(=O)NCc2cccs2)ccc1C#N	5	.	-13
C#CCNC(=O)C(CC(C)C)N1CC2=C(C1=O)C(c1ccc(C)cc1C)NC(=O)N2CC (centres undefined)	-3	-4	-5
COc1ccc2c(c1)CN(Cc1ccco1)C(=O)CCN2C(=O)c1ccno1	-1	-8	-10
O=C(Nc1ccc(-c2nc3ccccc3o2)cc1)c1ccc(Cl)cc1Cl	-15	3	3
CCC(C)N(Cc1ccc(OS(=O)(=O)c2cccc(C(F)(F)F)c2)cc1)C(=O)Nc1cccc(F)c1 (centres undefined)	8	-4	-1
CCc1nc(-c2ccccc2)nc(N2CCN(C(=O)C3CCC3)CC2)c1Cc1ccc(F)cc1	6	-5	1
Cc1cccc(C(=O)N2CCC(n3nccc3NC(=O)CCOc3ccccc3)CC2)n1	15	-10	-5&-9
CCOC(=O)c1ccc2c(c1)nc(SCc1ccc(/C=C/c3ccccc3)cc1)n2Cc1ccco1	11	-9	-7
COc1ccc2cc(C(=O)C3CCCN(CCc4cn[nH]c4)C3)ccc2c1 (centres undefined)	10	.	2
O=C(CSc1nc2[nH]ncc2c(=O)[nH]1)N1CCN(c2ccccc2)CC1	1	.	2
COc1cc(-c2cc(C(F)(F)F)n3ncc(C(=O)Nc4cccc(Cl)c4C)c3n2)cc(OC)c1OC	4	-5	-6
O=C(NCc1cccnc1Oc1ccccc1F)c1ccc2n[nH]nc2c1	8	-15	-1
Clc1cncc(Cl)c1CN1CCCCC1CCN1CCOCC1 (centres undefined)	.	0	2
O=C(/C=C/c1ccccc1)N1CCN(S(=O)(=O)N2CCOCC2)CC1	-1	.	5
COCCNCC(=O)N(Cc1ccccc1)Cc1ccco1	-1	.	-3
O=C(NC1CC1)C1CNCCN1C(=O)c1cccc(Oc2ccccc2)c1 (centres undefined)	1	-11	-5
Cc1ccc(NC(=O)c2cn(C)nc2C(C)C)cc1	7	.	-14
CCOC(=O)c1ccc2c(c1)nc(SCc1ccc(OC)c(C(F)(F)F)c1)n2Cc1ccccn1	11	-6	0
C=CCONC(=O)c1cc(Br)cnc1N1CCCCC1	6	-1	5
C=C(C)Cn1c(=O)c2c(nc3oc(-c4ccc(F)cc4)cn32)n(C)c1=O	-4	-7	-3
Cc1ccc(S(=O)(=O)N2C(=O)CCC2C(=O)ON=C(N)c2cccnc2)cc1 (centres undefined)	0	-9	-9
Cc1ccc(CNCc2cc(Br)c3c(c2)OCO3)cc1	-1	-7	-19

3 records picked at random from the list so far:
SMILES	NPYLR7 ag	mcGAS lum	hcGAS lum
CCOC(=O)c1ccc2c(c1)nc(SCc1ccc(OC)c(C(F)(F)F)c1)n2Cc1ccccn1	11	-6	0
COc1ccccc1-c1cc(C(=O)N2CCCC2)n2nc(C(C)(C)C)cc2n1	3	-6	-2
C=C(C)Cn1c(=O)c2c(nc3oc(-c4ccc(F)cc4)cn32)n(C)c1=O	-4	-7	-3

(list continues)
SMILES	NPYLR7 ag	mcGAS lum	hcGAS lum
COc1ccc(C(=O)N2N=C(C3CCCCC3)CC2(O)C(F)(F)F)cc1OC (centres undefined)	2	.	-7
O=C(CN1CCCCc2ccccc21)Nc1cc2c(cc1Cl)OCCO2	11	.	-9
COCCCN=C(NC(=O)c1cccc(C(F)(F)F)c1)OCC(C)C	26	-5	-5
COc1ccc(-c2noc(=O)n2CCCn2cncn2)cc1OC	5	.	-13
Cc1sc2nc(CN3CCCC3)nc(NCC(=O)NC(C)(C)C)c2c1C	1	.	-6
Fc1ccc(Nc2nccc3[nH]c(-c4ccco4)nc23)cc1Cl	-2	-6	-4
COc1ccc(CC(=O)NCc2nnc(SCC(=O)N3CCc4ccccc43)n2-c2cccc(C(F)(F)F)c2)cc1	2	-4	-5
CCN(c1ccc(F)cc1)S(=O)(=O)c1ccc(C(N)=O)cc1	2	.	3
O=C1c2ccccc2-c2onc3c(Cl)cc(O)c1c23	-3	.	-11
CC(CNC(=O)c1ncc(C(C)(C)C)o1)CC1(C)OCCO1 (centres undefined)	-2	.	-8
OC(COCc1ccco1)CN(Cc1ccco1)Cc1c(-c2ccccc2)noc1N1CCCCC1 (centres undefined)	11	-7	-3
COCC(=O)N(CCN(C)C)Cc1csc(COc2cccc(C)c2C)n1	13	-6	-5
CCCCCCCC(=O)Nc1ccc(N2CCC(C)CC2)c(C(=O)NC(C)c2ccccc2)c1 (centres undefined)	7	-4	-2
Cc1[nH]nc(-n2cnc3ccccc3c2=O)c1-c1ccccc1	-4	-2	-3
COc1ccccc1OCCOc1ccc(F)cc1	-7	.	0
COc1ccc(Cn2cc3cnc(C(=O)NCc4ccc(F)c(F)c4)cc3c2)cc1	1	.	4
CCc1nn2c(=O)cc(CN(C)Cc3ccc(OC)c(F)c3)nc2s1	12	.	-16
COc1cccc(N2C(=O)C3N=NN(c4cc(C)cc(C)c4)C3C2=O)c1 (centres undefined)	.	-9	-6
Cc1cc2ccccc2n1CCNC(=O)Nc1cn(C)c2ccccc12	-2	-11	-12
Cc1ccc(-n2nnnc2C2(NC(=O)C(F)(F)F)CCCC2)cc1	19	.	-3
Cc1ccc2nc(N3CCOCC3)c(C=C3SC(=S)N(C4CCCCC4)C3=O)c(=O)n2c1	-1	-4	-1
COC(=O)c1c(NC(=O)CC2SC(N3CCOCC3)=NC2=O)sc2c1CCC2 (centres undefined)	0	-9	-5
O=C(COc1ccccc1)NCCOc1cc(N2CCCC2)ncn1	3	.	2
N#Cc1cc(F)ccc1N1CCCN(C2CCOCC2)CC1	6	.	-10
CC(=O)Nc1ccc(-n2nc(OC(C)C)nc2-c2cccc(C(F)(F)F)c2)cc1	19	-5	-3
CC[C@H]1OC(=O)[C@H](C)[C@@H](O[C@H]2C[C@@](C)(OC)[C@@H](O)[C@H](C)O2)[C@H](C)[C@@H](O[C@@H]2O[C@H](C)C[C@H](N(C)C)[C@H]2O)[C@](C)(OC)C[C@@H](C)C(=O)[C@H](C)[C@@H](O)[C@]1(C)O	-16&-12	.	0&-9
CC1CCCC(NC(=O)Nc2ccccc2-n2cccn2)C1 (centres undefined)	6	.	-3
O=C(O)C1COC2(CCN(C(=O)c3ccc4c(c3)OCO4)CC2)N1C(=O)c1ccccc1 (centres undefined)	11	-5	-3
CCn1nc(C)c(C(C)NC(=O)c2ccccc2-c2ncc[nH]2)c1C (centres undefined)	2	.	1
CCc1nc2ccc(C(=O)NCc3ccc4c(c3)OCO4)cn2c1N(CC)CC(=O)N(C)C	6	-2	-5
CCCOc1ccc(C2NC(=O)N(C)C(C)=C2C(=O)OC)cc1OC (centres undefined)	-7	-3	-4
